Source: PubChem (Broad Institute)
Mtb BioA inh – inhibitors of Mycobacterium tuberculosis BioA enzyme; inhibition, % at 9.99 µM; purified M. tuberculosis BioA enzyme, plate reader; 360,000 tested, 0.096% active; in the data active = inhibition above about 40%
An asterisk follows results filed as active. An excerpt; the hit share may differ from the screen's.

SMILES | Mtb BioA inh
CN1C(=O)c2cc(NC(=O)NC3CCCC3)ccc2OC[C@@H]2O[C@H](CC(=O)NC3CCC3)CC[C@H]21 | -0.1
C[C@H]1CN([C@@H](C)CO)C(=O)c2cccc(NC(=O)c3ccncc3)c2O[C@@H]1CN(C)CC1CC1 | -0.9
O=C(Cc1ccccc1)N1CCCCN2[C@H](C1)[C@H](c1ccc(C#CC3(O)CCCC3)cc1)[C@@H]2CO | -1.6
C[C@@H]1CCCCO[C@@H](CN(C)S(=O)(=O)c2ccccc2)[C@H](C)CN([C@H](C)CO)C(=O)c2cc(NC(=O)CCCN(C)C)ccc2O1 | -0.1
CN1CCN(C(=O)C[C@H]2CC[C@@H]3[C@@H](COc4ccc(NC(=O)c5cscn5)cc4C(=O)N3C)O2)CC1 | 0.4
C[C@@H]1CN([C@@H](C)CO)C(=O)c2cccc(NC(=O)Nc3ccccc3)c2O[C@H]1CN(C)Cc1ccncc1 | -2.3
Cc1noc(C)c1NC(=O)Nc1ccc2c(c1)C(=O)N([C@@H](C)CO)C[C@@H](C)[C@H](CN(C)Cc1ccc(Cl)c(Cl)c1)O2 | -1.5
O=C(C1CCCC1)N1[C@@H](CO)[C@@H]2c3ccccc3NC[C@@H]21 | -2.0
C/C=C/c1ccc2c(c1)[C@H]1[C@H](CCN1S(=O)(=O)c1ccccc1F)[C@H](CO)N2 | -1.3
Cc1cccc(-c2ccc([C@@H]3[C@H]4CN(Cc5cncnc5)CCCCN4[C@H]3CO)cc2)c1 | -3.2
Cc1noc(C)c1S(=O)(=O)N(C)C[C@H]1Oc2ccc(NC(=O)NC3CCCCC3)cc2CC(=O)N([C@H](C)CO)C[C@@H]1C | -0.8
Cc1noc(C)c1NC(=O)N(C)C[C@H]1Oc2ccc(NS(=O)(=O)c3ccc(F)cc3)cc2C(=O)N([C@@H](C)CO)C[C@@H]1C | -0.9
COc1ccc(S(=O)(=O)N[C@@H]2C=C[C@@H](CC(=O)NCCc3ccccc3)O[C@@H]2CO)cc1 | -3.1
CCCNC(=O)N1[C@@H](CO)[C@H](c2ccccc2)[C@@H]1CNC(=O)c1cccc(F)c1 | -6.0
C[C@H](CO)N1C[C@H](C)[C@H](CN(C)S(C)(=O)=O)Oc2c(NC(=O)Nc3ccc4c(c3)OCO4)cccc2C1=O | -1.6
C[C@H]1CN([C@@H](C)CO)C(=O)Cc2cc(NC(=O)c3ccncc3)ccc2O[C@@H]1CN(C)C(=O)Nc1ccc2c(c1)OCO2 | -3.5
CC(C)NC(=O)Nc1ccc2c(c1)C(=O)N([C@@H](C)CO)C[C@@H](C)[C@H](CN(C)Cc1ccc(C(=O)O)cc1)O2 | -2.5
CO[C@H]1CN(C)C(=O)c2cc(NC(=O)c3ccc(F)cc3)ccc2OC[C@H](C)N(C(=O)c2ccc(F)cc2)C[C@H]1C | 2.1
Cc1noc(C)c1NC(=O)Nc1ccc2c(c1)C(=O)N([C@H](C)CO)C[C@@H](C)[C@H](CN(C)S(=O)(=O)c1ccc(Cl)cc1)OCCCC[C@H](C)O2 | 0.3
Cc1noc(C)c1S(=O)(=O)Nc1ccc2c(c1)CC(=O)N([C@@H](C)CO)C[C@H](C)[C@H](CN(C)Cc1ccccc1)O2 | 0.4
C[C@@H]1CN([C@@H](C)CO)C(=O)Cc2cc(N(C)C)ccc2O[C@@H]1CN(C)Cc1ccc2c(c1)OCO2 | 0.4
CC=Cc1ccc2n(c1=O)C[C@H]1[C@H](CO)[C@@H](C(=O)N(C)C)N(C(=O)CC3CC3)[C@@H]21 (mixture of isomers) | -1.0
O=C(C[C@@H]1CC[C@H]2[C@@H](COC[C@H](O)CN2S(=O)(=O)c2ccccc2)O1)Nc1ccc(-c2ccccc2)cc1 | 1.4
COCCNC(=O)c1cc2c(c(-c3cccc(C#CCN(C)C)c3)n1)[C@H](CCO)N(S(=O)C(C)(C)C)C2 (some centres undefined) | -1.9
COCCNC(=O)C[C@H]1C=C[C@@H](NC(=O)NC2CCCC2)[C@H](CO)O1 | 2.1
SMILES | Mtb BioA inh
COc1ccc(CN(C)C[C@H]2OCCCC[C@@H](C)Oc3ccc(NC(=O)Nc4ccc(F)cc4)cc3C(=O)N([C@@H](C)CO)C[C@H]2C)cc1 | -1.4
C/C=C/c1ccc2c(c1)O[C@H](CN(C)S(=O)(=O)c1ccccc1OC)[C@H](C)CN([C@H](C)CO)S2(=O)=O | 0.6
CNC[C@H]1Oc2ccc(NS(=O)(=O)c3ccc(C)cc3)cc2C(=O)N([C@@H](C)CO)C[C@@H]1C | -2.4
C[C@@H]1CN([C@H](C)CO)C(=O)c2cc(NC(=O)CCCN(C)C)ccc2O[C@@H](C)CCCCO[C@H]1CN(C)S(=O)(=O)c1ccc(Cl)cc1 | -0.8
CO[C@@H]1CN(C)C(=O)c2ccc(NS(=O)(=O)c3cccc(F)c3)cc2OC[C@H](C)N(Cc2cc(F)ccc2F)C[C@H]1C | -2.2
CN1C(=O)c2cc(NC(=O)c3cccs3)ccc2OC[C@H]2O[C@H](CC(=O)NCCN3CCCCC3)CC[C@H]21 | 0.4
Cc1noc(C)c1NC(=O)N(C)C[C@H]1Oc2ccc(NC(=O)CCCCCC(=O)Nc3ccccc3N)cc2CC(=O)N([C@@H](C)CO)C[C@H]1C | 0.5
Cc1ccc(S(=O)(=O)Nc2ccc3c(c2)C(=O)N([C@H](C)CO)C[C@@H](C)[C@H](CN(C)S(=O)(=O)c2ccc(C)cc2)OCCCC[C@@H](C)O3)cc1 | -5.0
COc1ccc(S(=O)(=O)N(C)C[C@H]2Oc3ccc(NC(=O)Nc4ccccc4)cc3CC(=O)N([C@@H](C)CO)C[C@H]2C)cc1 | -0.2
C[C@@H]1CN([C@@H](C)CO)C(=O)c2cccc(NS(=O)(=O)c3ccc(F)cc3)c2O[C@H]1CN(C)C(=O)Nc1ccccc1 | -1.1
CC(C)C#Cc1ccc([C@H]2[C@@H](C#N)N(C(=O)C3CCC3)[C@@H]2CO)cc1 | 2.0
COc1cccc(-c2ccc3c(c2)[C@H]2[C@H](CCN2C(=O)C2CCOCC2)[C@H](CO)N3)c1 | -0.8
COc1ccc(S(=O)(=O)Nc2ccc3c(c2)C(=O)N([C@@H](C)CO)C[C@@H](C)[C@H](CN(C)S(=O)(=O)c2ccc(F)cc2)O3)cc1 | 1.8
O=C(C[C@@H]1CC[C@@H](NC(=O)C2CCOCC2)[C@H](CO)O1)Nc1ccc(-c2ccccc2)cc1 | -3.4
COc1ccc(NC(=O)Nc2ccc3c(c2)C(=O)N([C@H](C)CO)C[C@H](C)[C@@H](CN(C)S(=O)(=O)c2ccc(Cl)cc2)OCCCC[C@@H](C)O3)cc1 | -1.0
C[C@@H]1CN([C@@H](C)CO)C(=O)c2cccc(NS(=O)(=O)c3ccc(Cl)cc3)c2O[C@H]1CN(C)C(=O)Nc1ccc(F)cc1 | -0.6
CC(=O)N(C)C[C@@H]1Oc2cc(C#C[C@H](C)O)ccc2S(=O)(=O)N([C@@H](C)CO)C[C@@H]1C | 1.0
Cc1noc(C)c1NC(=O)Nc1ccc2c(c1)C(=O)N([C@@H](C)CO)C[C@H](C)[C@H](CN(C)C(=O)Nc1ccc(C(F)(F)F)cc1)OCCCC[C@H](C)O2 | -0.4
CO[C@H]1CN(C)C(=O)c2cc(NC(=O)c3cnccn3)ccc2OC[C@@H](C)N(C(=O)C2CC2)C[C@@H]1C | 1.9
O=C(NC1CCCCC1)N[C@@H]1CC[C@@H](CCNS(=O)(=O)c2ccc(F)cc2)O[C@@H]1CO | -1.7
COc1ccc(NC(=O)N[C@H]2C=C[C@H](CC(=O)NC3CCCCC3)O[C@@H]2CO)cc1 | -1.4
CC(=O)N1[C@@H]2c3ccc(C4=CCCCC4)c(=O)n3C[C@H]1[C@H](CO)[C@H]2C(=O)NCc1cc(F)cc(F)c1 | -0.5
C[C@@H]1CN([C@H](C)CO)C(=O)CCCn2cc(nn2)CO[C@@H]1CN(C)Cc1ccc2c(c1)OCCO2 | -1.6
CNC[C@H]1Oc2ccc(NC(=O)c3ccncc3)cc2C(=O)N([C@H](C)CO)C[C@@H]1C | -2.2
CO[C@@H]1CN(C)C(=O)c2ccc(NC(=O)Cc3ccccc3)cc2OC[C@@H](C)N(C(=O)c2ccccc2F)C[C@H]1C | -2.0

Rewritten tab-delimited: part of the list above.
Structure	Mtb BioA inh
COc1ccc(CN(C)C[C@H]2OCCCC[C@@H](C)Oc3ccc(NC(=O)Nc4ccc(F)cc4)cc3C(=O)N([C@@H](C)CO)C[C@H]2C)cc1	-1.4
C/C=C/c1ccc2c(c1)O[C@H](CN(C)S(=O)(=O)c1ccccc1OC)[C@H](C)CN([C@H](C)CO)S2(=O)=O	0.6
CNC[C@H]1Oc2ccc(NS(=O)(=O)c3ccc(C)cc3)cc2C(=O)N([C@@H](C)CO)C[C@@H]1C	-2.4
C[C@@H]1CN([C@H](C)CO)C(=O)c2cc(NC(=O)CCCN(C)C)ccc2O[C@@H](C)CCCCO[C@H]1CN(C)S(=O)(=O)c1ccc(Cl)cc1	-0.8
CO[C@@H]1CN(C)C(=O)c2ccc(NS(=O)(=O)c3cccc(F)c3)cc2OC[C@H](C)N(Cc2cc(F)ccc2F)C[C@H]1C	-2.2
CN1C(=O)c2cc(NC(=O)c3cccs3)ccc2OC[C@H]2O[C@H](CC(=O)NCCN3CCCCC3)CC[C@H]21	0.4
Cc1noc(C)c1NC(=O)N(C)C[C@H]1Oc2ccc(NC(=O)CCCCCC(=O)Nc3ccccc3N)cc2CC(=O)N([C@@H](C)CO)C[C@H]1C	0.5
Cc1ccc(S(=O)(=O)Nc2ccc3c(c2)C(=O)N([C@H](C)CO)C[C@@H](C)[C@H](CN(C)S(=O)(=O)c2ccc(C)cc2)OCCCC[C@@H](C)O3)cc1	-5.0
COc1ccc(S(=O)(=O)N(C)C[C@H]2Oc3ccc(NC(=O)Nc4ccccc4)cc3CC(=O)N([C@@H](C)CO)C[C@H]2C)cc1	-0.2
C[C@@H]1CN([C@@H](C)CO)C(=O)c2cccc(NS(=O)(=O)c3ccc(F)cc3)c2O[C@H]1CN(C)C(=O)Nc1ccccc1	-1.1
CC(C)C#Cc1ccc([C@H]2[C@@H](C#N)N(C(=O)C3CCC3)[C@@H]2CO)cc1	2.0
COc1cccc(-c2ccc3c(c2)[C@H]2[C@H](CCN2C(=O)C2CCOCC2)[C@H](CO)N3)c1	-0.8

Further structures follow.
SMILES | Mtb BioA inh
CCCN(C)C[C@H]1OCCCC[C@@H](C)Oc2ccc(NC(=O)c3ccccc3)cc2C(=O)N([C@H](C)CO)C[C@H]1C | -3.1
Cc1noc(C)c1NC(=O)Nc1ccc2c(c1)C(=O)N([C@H](C)CO)C[C@@H](C)[C@@H](CN(C)C(=O)Nc1ccc3c(c1)OCO3)O2 | 2.8
CCC(=O)Nc1ccc2c(c1)OC[C@@H](C)N(C(C)=O)C[C@@H](C)[C@@H](OC)CN(C)C2=O | -1.0
CO[C@H]1CN(C)C(=O)c2ccc(NC(=O)C3CCC3)cc2OC[C@@H](C)N(CC2CCCCC2)C[C@H]1C | 4.6
COCC(=O)N(C[C@H]1N[C@H](CO)[C@H]1c1ccc(-c2ccccc2)cc1)C(C)C | 5.6
CN1C(=O)c2cc(NC(=O)c3cccc(F)c3)ccc2OC[C@H]2O[C@H](CC(=O)Nc3ccccc3)CC[C@H]21 | 2.7
CCCN(C)C[C@@H]1Oc2cc(C#Cc3cccc(F)c3)ccc2S(=O)(=O)N([C@H](C)CO)C[C@@H]1C | 3.6
C[C@H](CO)N1C[C@H](C)[C@H](CN(C)C(=O)Nc2ccc(C(F)(F)F)cc2)Oc2ccc(NC(=O)Nc3ccc(C(F)(F)F)cc3)cc2C1=O | -8.1
CCCNC(=O)N1C[C@H](O)COC[C@@H]2O[C@H](CC(=O)N[C@H]3CCN(Cc4ccccc4)C3)CC[C@H]21 | -1.3
COc1ccc(NC(=O)N(C)C[C@@H]2Oc3ccc(NS(=O)(=O)c4ccc(F)cc4)cc3C(=O)N([C@@H](C)CO)C[C@H]2C)cc1 | -1.1
CCCC[C@H]1OB(O)C[C@H]2C1=C(COc1ccccc1)C[C@H]1C(=O)N(Cc3ccccc3)C(=O)[C@H]12 | 0.5
CNC[C@@H]1OCCCC[C@H](C)Oc2ccc(N)cc2C(=O)N([C@@H](C)CO)C[C@H]1C | -3.5
COc1ccc(NC(=O)N(C)C[C@@H]2OCCCC[C@@H](C)Oc3ccc(NC(=O)c4ccccc4)cc3C(=O)N([C@H](C)CO)C[C@@H]2C)cc1 | -3.5
COc1cccc(-c2ccc3n(c2=O)C[C@H]2[C@H](CO)[C@@H](C(=O)NCC4CC4)[C@@H]3N2S(C)(=O)=O)c1 | 0.3
C[C@@H]1CN([C@@H](C)CO)C(=O)Cc2cc(NS(=O)(=O)c3cccs3)ccc2O[C@@H]1CN(C)CC1CC1 | -1.7
O=C(Nc1ccc(F)cc1)N1C[C@@H]2[C@H](c3ccccc31)[C@H](CO)N2C(=O)Cc1cccnc1 | 0.1
COc1ccc(S(=O)(=O)Nc2ccc3c(c2)CC(=O)N([C@H](C)CO)C[C@H](C)[C@H](CN(C)S(=O)(=O)c2ccc(OC)cc2)O3)cc1 | -1.7
COc1ccc(CN(C)C[C@H]2Oc3ccc(N(C)C)cc3CC(=O)N([C@@H](C)CO)C[C@H]2C)cc1 | 0.5
COc1ccccc1NC(=O)N[C@H]1CC[C@@H](CC(=O)N[C@@H](C)c2ccccc2)O[C@@H]1CO | -1.4
O=C(C1CCOCC1)N1C[C@H]2[C@@H](c3ccccc31)[C@@H](CO)N2C(=O)Nc1ccccc1F | -1.5
COc1ccc(NC(=O)N[C@@H]2CC[C@@H](CCNC(=O)CN3CCOCC3)O[C@H]2CO)cc1 | 0.0
C[C@@H]1CN([C@@H](C)CO)C(=O)c2cccc(NC(=O)Nc3ccc4c(c3)OCO4)c2O[C@@H]1CN(C)C(=O)Nc1ccccc1 | -1.8
CCCNC(=O)Nc1ccc2c(c1)OC[C@H](C)N(C(=O)C1CCCCC1)C[C@@H](C)[C@H](OC)CN(C)C2=O | -2.8
CCNC(=O)C[C@@H]1CC[C@@H](NS(=O)(=O)c2ccc(C)cc2)[C@@H](CO)O1 | -2.2
C[C@@H]1CN([C@@H](C)CO)S(=O)(=O)c2ccc(-c3ccccc3)cc2O[C@H]1CN(C)C | 2.3
CCC(=O)N1[C@H](CO)[C@@H]2c3ccccc3N(C(=O)c3ccccc3F)C[C@@H]21 | -3.1
CN1C[C@H]2[C@@H](c3ccccc31)[C@@H](CO)N2C(=O)Nc1ccc(F)cc1 | -0.2
CCC(=O)Nc1ccc2c(c1)C(=O)N(C)C[C@@H](OC)[C@H](C)CN(C(=O)Nc1ccccc1F)[C@H](C)CO2 | -1.0
